High-throughput results deposited in PubChem by several laboratories.
p97 inhibitor = inhibitors of human p97 ATPase, primary screen, biochemical. recombinant p97 ATPase, Kinase-Glo ATP luminescence, 3 h. AID 1481, 2009. actives 0.42% (n = 220,000). inhibition, % at 8 µM; in the data active means inhibition above about 15%;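 further: 0% = DMSO vehicle and 100% = wells lacking enzyme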
Wee1 degr inh = Wee1 degradation inhibitors, primary screen, cell-based, HeLa, Wee1K328M-luciferase, luminescence. AID 1321, 2008. actives 1.2% (n = 220,000). reporter increase, % at 5 µM. HeLa Luc-Wee1K328M stability; 100% = proteasome inhibitor MG132 effect. Wee1-like protein kinase (Homo sapiens), P30291;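 active means activation above the mean of all tested compounds plus 3 SD, set per screening run, cut at about 8.8% in these data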;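 further: cells exposed to compound for 20 h before luminescence read; 0% = DMSO alone and 100% = MG132 at 30 µM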
MDM2 E3 inh = MDM2-luciferase reporter signal enhancers, primary screen, MDM2 E3 ligase inhibitor project, cell-based, luminescence, 1536-well | actives 0.11% (n = 210,000) | signal enhancement, % at 5 µM | cell-based MDM2 ubiquitination luciferase reporter, 2 h; 0 = plate control, 100 = twice control, blank-subtracted | AID 1230, 2008;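 active means signal enhancement of 30% or more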;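 further: luminescence tracks abundance of the self-degrading MDM2-luciferase fusion protein; higher signal means inhibition of MDM2 E3 ligase activity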
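Assay system: mammalian cells stably expressing self-ubiquitinating, self-degrading MDM2 E3–luciferase fusion. Quantity: 2000 cells in each well. Medium: DMEM culture medium. Compound dosing: single-point 5 µM. Timing: cell settling 4 h, compound treatment 2 h, both 37 °C. Technique: luciferase luminescence. Read-out basis: percent signal gain over controls, blank-subtracted. Benchmarks: plate controls and plate blanks.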
FXIIa inh = human FXIIa protease inhibitors, primary screen, biochemical, 1536-well. actives 0.3% (n = 220,000). inhibition, % at 5 µM. Coagulation factor XII (Homo sapiens), P00748. purified FXIIa, Boc-QGR-AMC fluorogenic substrate, 2 h. AID 800, 2007; in the data active means inhibition above about 40%;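 further: 0% = enzyme with no compound and 100% = blank without enzyme; many of its hits are not listed in these tables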
Target sequence (P00748 20-372 limits assumed): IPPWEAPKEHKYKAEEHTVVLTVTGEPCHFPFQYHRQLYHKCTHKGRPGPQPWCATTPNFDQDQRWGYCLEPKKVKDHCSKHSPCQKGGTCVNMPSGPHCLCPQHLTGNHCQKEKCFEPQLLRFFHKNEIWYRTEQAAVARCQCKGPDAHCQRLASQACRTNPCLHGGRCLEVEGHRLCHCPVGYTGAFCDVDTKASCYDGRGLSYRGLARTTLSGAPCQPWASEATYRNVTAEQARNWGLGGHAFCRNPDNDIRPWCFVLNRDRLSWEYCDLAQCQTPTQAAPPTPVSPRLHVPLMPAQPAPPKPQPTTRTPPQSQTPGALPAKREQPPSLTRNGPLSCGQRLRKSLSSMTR
Target sequence (P00748 373-615 limits assumed): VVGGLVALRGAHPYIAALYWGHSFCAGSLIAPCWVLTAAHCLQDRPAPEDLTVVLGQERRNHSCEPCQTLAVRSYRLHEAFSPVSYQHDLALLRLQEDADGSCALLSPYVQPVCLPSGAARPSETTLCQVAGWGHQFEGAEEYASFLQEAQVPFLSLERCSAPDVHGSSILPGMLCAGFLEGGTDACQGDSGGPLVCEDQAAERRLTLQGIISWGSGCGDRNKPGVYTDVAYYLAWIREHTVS
eIF4E-4G inh = eIF4E–eIF4G protein interaction inhibitors, primary screen, biochemical, uHTS, TR-FRET, eIF4GI fragment; inhibition, % at 21.7 µM; Eukaryotic translation initiation factor 4E (Mus musculus) + Eukaryotic translation …; TR-FRET eIF4E-eIF4GI(517-606) binding, 2 h; actives 0.37% (n = 220,000);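 active means inhibition above about 30%, limit read from the data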;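 further: 0% = full FRET control wells and 100% = background wells lacking eIF4GI fragment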
hK5 inh = human KLK5 protease inhibitors, primary screen, biochemical, 1536-well; actives 0.59% (n = 210,000); AID 873, 2007; inhibition, % at 5 µM; Kallikrein-5 (Homo sapiens), Q9Y337; recombinant hK5, fluorogenic AMC substrate cleavage;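 active means inhibition of 40% or more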;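 further: 0% = enzyme controls without compound and 100% = no-enzyme blanks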
Target sequence (Q9Y337 67-293 limits assumed): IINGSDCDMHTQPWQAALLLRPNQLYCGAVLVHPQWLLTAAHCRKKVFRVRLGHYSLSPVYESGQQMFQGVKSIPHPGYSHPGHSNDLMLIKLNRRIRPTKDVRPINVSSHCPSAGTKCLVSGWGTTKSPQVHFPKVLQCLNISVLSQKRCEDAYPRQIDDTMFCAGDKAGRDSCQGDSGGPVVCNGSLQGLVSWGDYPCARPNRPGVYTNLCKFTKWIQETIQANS
FXIa inh = human FXIa protease inhibitors, primary screen, biochemical, 1536-well; Coagulation factor XI (Homo sapiens), P03951; purified FXIa, Boc-Glu-Ala-Arg-AMC fluorogenic substrate; inhibition, % at 5 µM; actives 0.14% (n = 220,000);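 active means inhibition of at least 40%; inactive means inhibition below 40%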;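 further: fluorescence of freed AMC excited at 355 nm; 0% = enzyme without compound and 100% = no enzyme blank; many of its hits are not listed in these tables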
14-3-3 Bad PPI = inhibitors of 14-3-3 zeta/Bad binding, primary screen, biochemical, TR-FRET, bovine 14-3-3 zeta. 14-3-3 protein zeta/delta (Bos taurus), P63103. TR-FRET 14-3-3zeta/Dy647-pBad peptide displacement, 1 h. inhibition, % at 21.7 µM. actives 0.71% (n = 220,000). AID 781, 2007;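 active means inhibition above about 70%, limit read from the data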;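 further: 0% = full 14-3-3 plus peptide FRET controls and 100% = background without 14-3-3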
Target sequence (P63103 whole entry, looked up): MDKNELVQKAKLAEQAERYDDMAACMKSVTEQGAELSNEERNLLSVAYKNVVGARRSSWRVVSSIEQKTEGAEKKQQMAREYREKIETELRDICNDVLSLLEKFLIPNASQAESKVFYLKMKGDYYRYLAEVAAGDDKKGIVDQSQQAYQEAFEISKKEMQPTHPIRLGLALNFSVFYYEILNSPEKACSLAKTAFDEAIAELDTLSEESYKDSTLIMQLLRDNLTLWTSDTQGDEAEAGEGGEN
Rad51 HR inh = human RAD51 strand exchange inhibitors, primary screen, biochemical, fluorescence; AID 1385, 2008; DNA repair protein RAD51 homolog 1 (Homo sapiens), Q06609; hRad51 DNA strand exchange, fluorescence dequenching; inhibition, % at 10 µM; actives 0.085% (n = 200,000);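 active means inhibition above 40% at the single screening dose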;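 further: 0% = DMSO control wells and 100% = blanks with heterologous ssDNA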
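Assay system: Human Rad51 nucleoprotein filaments preassembled on unlabelled ssDNA | Reagent: Donor/quencher-labelled 47-bp dsDNA substrate | Doses: One concentration, 10 µM final | Times: 37 °C 15-min filament assembly, 30-min compound preincubation, 15-min exchange | Technique: Fluorescein emission 520 nm, excitation 485 nm | Benchmarks: Plate control and blank wells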
The depositor's hits bear a star; i = inactive; · = no result given; [ ] = another dose, or the depositor's remark.

SMILES	p97 inhibitor	Wee1 degr inh	MDM2 E3 inh	FXIIa inh	eIF4E-4G inh	hK5 inh	FXIa inh	14-3-3 Bad PPI	Rad51 HR inh
Cc1n[nH]c(=O)nc1Nc1ccc(O)cc1	0.8	-3.8	-9.0	4.7	2.1[fluorescence artefact?]	-16.6	-12.4	0.0	-4.9
O=c1c2ccccc2nnn1Cc1ccc2ccccc2c1	-0.7	-1.0	-3.0	10.1	-2.0	11.3	-4.1	-8.6	8.6
CCCC(=O)Nc1ccc(N2CCOCC2)cc1	4.9	0.8	-6.0	4.3	3.5	-12.1	-1.4	21.9	-3.3
O=C(c1ccco1)N1CCC(c2nc(-c3ccccc3Cl)no2)CC1	-0.7	0.6	-27.2	4.8	4.4	14.3	-1.4	-3.3	-3.7
CCN(CC)CCCNC(=O)N[C@@H](Cc1ccccc1)C(=O)O	9.6	-3.9	-28.0	14.8	0.2	-7.0	1.3	4.3	6.7
CCOC(=O)c1oc2ccccc2c1NC(=O)c1ccc2c(c1)OCO2	4.1	4.7	7.6	17.8	-5.1[fluorescence artefact?]	-4.1	3.0	-3.8[fluorescence artefact?]	-2.4
COc1ccc(CCNC(=O)Cn2cnc3sc(C)c(-c4ccc(F)cc4)c3c2=O)cc1OC	2.8	1.6	-2.3	-1.2	0.0	-7.8	-4.1	-12.7	-13.0
C/C(=N\Nc1nc2c(s1)CCCC2)c1ccc(Cl)cc1	-5.5	-2.0	-12.5	8.1	3.0	0.1	-1.7	69.1	-3.2
COc1nc(Cl)cn(-c2ccc(C)cc2)c1=O	-3.4	-0.6	-0.2	-0.2	-4.7	-13.1	3.9	-15.4[fluorescence artefact?]	-1.2
CCOC(=O)C1=C(N)OC2=C(C(=O)CC(C)(C)C2)C1c1cccs1 (stereo not drawn)	-2.8	-1.2	-5.3	11.3	5.0	-7.5	4.8	2.2[fluorescence artefact?]	1.6
CCC(=O)Nc1ccc(NC(=O)c2ccccn2)cn1	-3.6	-0.7	-11.7	2.0	12.7	-0.2	-19.0	-2.4	2.0
CN(C)CCCNc1cc(Cl)c(S(=O)(=O)N2CCCCC2)cc1C(=O)O	2.5	-2.0	-11.4	-4.0	3.9[fluorescence artefact?]	4.1	-4.1	0.5	·
CCOC(=O)c1c(C)c(C(=O)NCc2cccnc2)c(C)n1CC	-4.6	1.8	-7.0	12.2	-0.2	8.1	-6.6	-6.2	2.2
Cc1ccc2nc(NCCCO)nc(-c3ccccc3)c2c1	-1.7	-0.2	-3.3	-7.6	6.0	-77.1	-7.2	3.1	0.4
N#Cc1ccccc1OCC(O)CS(=O)(=O)c1ccccc1 (stereo not drawn)	1.4	-1.2	2.5	11.3	1.9	6.7	0.4	8.1	0.4
COCCCn1c(C)nc2c(c1=O)c1nc3ccccc3nc1n2CCc1ccccc1	-6.6	0.3	-4.7	10.1	·	-61.0	1.0	·	3.4
Cn1cncc1C(=O)c1ccccc1	5.2	-0.7	-0.5	7.0	1.9	-0.5	0.1	-3.6	0.6
COc1ccc2c3c([nH]c2c1)C1CC2C(CC(O)C(OC)C2C(=O)O)CN1CC3 (stereo not drawn)	4.5	-2.9	·	4.4	1.8	-3.2	-1.8	-3.2	-16.0
Cc1ccc(Oc2ccc(-c3nc(N)nc(N)n3)cc2)cc1	-4.9	-1.8	-17.1	17.3	-3.8[fluorescence artefact?]	12.9	1.8	14.7	-5.3
O=C(CN1C(=O)CSC1=O)NC1CCCCC1	-3.7	0.1	1.2	7.7	-0.1[fluorescence artefact?]	-16.6	1.4	11.5[fluorescence artefact?]	-11.2
CC(OC(=O)C1CCN(S(=O)(=O)c2ccc(Cl)cc2)CC1)C(=O)N1CCc2ccccc21 (stereo not drawn)	6.5	0.3	-21.9	0.4	2.3	-2.8	-3.7	-6.1[fluorescence artefact?]	-1.3
Cc1c([N+](=O)[O-])cc(C(=O)Nc2ccc(Cc3ccncc3)cc2)cc1[N+](=O)[O-]	4.7	1.9	0.5	7.6	14.6	-8.6	9.3	6.9	11.0
CCOC(=O)C1=C2c3ccc4ccccc4c3CC(C)(C)N2C(=O)C1=O	-3.7	2.5	0.3	14.8	5.1	-10.0	7.0	7.3	9.4
Cc1ccc(Sc2cc(C(F)(F)F)nc(N(C)C)n2)cc1	0.9	1.2	-5.2	13.9	1.9	-16.1	9.0	-6.0	1.5
Cc1cccc(-c2cc(C(=O)Nc3ccc4c(c3)OCCO4)c3ccccc3n2)c1	1.6	1.2	-19.9	4.7	3.9	2.9	18.1	13.7	·
NC(=O)c1cc(-c2ccccc2)nc(N2CCOCC2)n1	-5.2	-0.1	-18.9	13.0	-4.3	-1.9	7.4	-2.9	-8.4
O=c1oc2c(CN3CCOCC3)c(O)c(Cl)cc2c2c1CCCC2	4.6	-0.4	-7.9	-23.8	-1.4	i	-13.6	2.6	-2.4
CCOC(=O)C1=C(C)Nc2nc(SCC)[nH]c(=O)c2C1c1ccncc1 (stereo not drawn)	7.3	-2.3	-12.3	3.3	-7.5	-5.3	-1.8	-13.6[fluorescence artefact?]	-0.5
CC1=C(C(=O)OCc2ccccc2)C(c2ccc(C(F)(F)F)cc2)NC(=O)N1CCCCCC(=O)O (stereo not drawn)	0.7	-3.7	·	16.2	1.7[fluorescence artefact?]	-5.2	5.9	-1.6	3.0
CCC(C)NC(=O)C1CCC(=O)N1Cc1ccc(C)cc1 (stereo not drawn)	5.4	-2.9	-6.6	-17.2	2.7	6.7	-12.7	5.1	-1.9

Random excerpt: four compounds from above.
SMILES	p97 inhibitor	Wee1 degr inh	MDM2 E3 inh	FXIIa inh	eIF4E-4G inh	hK5 inh	FXIa inh	14-3-3 Bad PPI	Rad51 HR inh
Cc1n[nH]c(=O)nc1Nc1ccc(O)cc1	0.8	-3.8	-9.0	4.7	2.1[fluorescence artefact?]	-16.6	-12.4	0.0	-4.9
C/C(=N\Nc1nc2c(s1)CCCC2)c1ccc(Cl)cc1	-5.5	-2.0	-12.5	8.1	3.0	0.1	-1.7	69.1	-3.2
CCCC(=O)Nc1ccc(N2CCOCC2)cc1	4.9	0.8	-6.0	4.3	3.5	-12.1	-1.4	21.9	-3.3
N#Cc1ccccc1OCC(O)CS(=O)(=O)c1ccccc1 (stereo not drawn)	1.4	-1.2	2.5	11.3	1.9	6.7	0.4	8.1	0.4

Remaining list, next part
SMILES	p97 inhibitor	Wee1 degr inh	MDM2 E3 inh	FXIIa inh	eIF4E-4G inh	hK5 inh	FXIa inh	14-3-3 Bad PPI	Rad51 HR inh
Cc1ccsc1-c1nc(CN2CCN(C)C(=O)[C@@H]2C)c(C)o1	-2.0	-1.3	2.9	5.5	-0.3	0.7	-3.5	-9.0	-8.4
COc1cccc(Nc2nnc(SCC3CCCCO3)s2)c1 (stereo not drawn)	-10.4	-4.1	-3.9	6.4	-0.8	6.0	1.4	-0.9	-5.2
CC(NC(=O)C(c1ccccc1)c1ccccc1)C(=O)N1CCCCC1 (stereo not drawn)	-3.7	1.3	-11.6	10.2	3.6	7.1	6.9	1.7	-2.0
CCOC(=O)c1c2c(c(=S)n(-c3ccccc3)c1N)CCC2	5.8	0.5	-8.7	6.2	-8.0[fluorescence artefact?]	-2.1	2.1	-11.4[fluorescence artefact?]	-7.2
CC1Cc2nc(SCC(=O)Nc3ccc(F)cc3)n(C)c(=O)c2S1 (stereo not drawn)	2.0	0.4	1.0	6.5	-1.4	-8.2	-3.1	-13.3[fluorescence artefact?]	·
Fc1ccc(-n2nnc(-c3nccs3)n2)cc1	-5.9	7.4	·	3.8	-0.7	-0.5	-2.9	1.4	7.9
CC(C)N1C(=O)CSC1c1ccc(Br)cc1 (stereo not drawn)	0.5	-3.0	-7.4	3.1	-5.1	-2.5	-5.2	-4.6	0.2
COC(=O)c1ccc(Nc2cc(C)nc3ccccc23)cc1	-0.6	5.0	-3.7	4.7	-1.6	-4.3	-1.9	-8.5	12.5
CCOCCCNC(=O)COc1ccc(OC)cc1	-5.0	-1.3	·	8.7	-4.0	-3.2	0.1	-5.8[fluorescence artefact?]	·
CCOC(=O)c1ccccc1NC(=O)CSc1nnc(Cc2cccn2C)n1-c1ccc(F)cc1	-12.2	1.6	-1.0	9.9	-1.3	-0.4	-0.6	5.0	-2.4
O=S(=O)(c1ccc(Br)cc1)N1CCCN(Cc2cccc(F)c2)CC1	0.4	3.0	4.0	8.8	4.2	-7.8	5.6	-5.2[fluorescence artefact?]	·
CC(C)(C)OC(=O)NC1CONC1=O (stereo not drawn)	2.3	-1.0	1.8	10.2	-1.6	-8.7	7.2	6.5	·
O=C(N/N=C/c1ccc(-c2ccccc2Cl)o1)c1ccccc1	0.7	3.4	-12.3	14.8	0.7	-0.9	1.7	-14.2	17.4
CCCCn1c(SCC(=O)Nc2cc(C(F)(F)F)ccc2Cl)nnc1C(CC)N(C)C (stereo not drawn)	0.2	1.7	-13.2	5.4	0.8	-15.1	0.4	0.7	0.9
Cc1cccc(-c2nc(CSCC(=O)NCCCN3CCOCC3)c(C)o2)c1	-3.9	1.0	-9.3	10.7	9.8	-38.7	-2.4	10.5	6.1
Cc1c(C(=O)Nc2nc3ccccc3[nH]2)oc2ccccc12	3.5	4.1	-13.9	6.2	0.6	-14.6	1.5	1.5[fluorescence artefact?]	-8.6
c1ccc(Oc2cccc(OCCn3cncn3)c2)cc1	-0.5	0.8	-8.6	-18.7	-9.7[fluorescence artefact?]	-17.8	-7.5	65.5[fluorescence artefact?]	12.3
O=C(COC(=O)C1(c2ccccc2F)CCCC1)NCc1ccc2c(c1)OCO2	-0.3	1.6	-8.1	7.0	-2.0	-4.5	1.8	-5.3	-3.1
CC(=O)Nc1cccc(-c2csc(Nc3cccc(C)n3)n2)c1	-8.0	2.5	-11.6	16.4	14.9	0.9	2.2	-0.1[fluorescence artefact?]	1.0
Cc1ccc(N(CCC#N)C(=O)CCl)cc1C	-5.8	-2.2	-11.5	-3.8	4.9[fluorescence artefact?]	-13.3	-11.6	11.4[fluorescence artefact?]	-11.0
CCOc1ccc(S(=O)(=O)N(CC)CC)cc1N	2.6	-3.3	-10.3	-12.5	-8.6	-32.8	-10.6	0.7	1.6
O=C(c1ccc(Cn2c(=S)[nH]c3ccc(N4CCOCC4)cc3c2=O)cc1)N1CCN(c2ccc(F)cc2)CC1	5.4	-3.6	4.4	11.2	-13.9	·	1.3	-27.6	·
Cc1cccc(C(=O)Nc2ccc(N3CCN(c4ccc(C(F)(F)F)cn4)CC3)nc2)c1	14.5	-0.8	-16.0	3.0	8.3	-2.4	-4.1	18.3	-15.4
CC(C)c1[nH]nc2c1C(c1ccco1)C(C#N)=C(N)O2 (stereo not drawn)	4.3	1.8	-14.7	2.4	2.8	-2.4	-3.4	-3.1	-2.3
